Assay outcomes: PubChem BioAssay, National Center for Advancing Translational Sciences (NCATS)
PKM2 activator: qHTS Assay for Activators of Human Muscle isoform 2 Pyruvate Kinase | purified PKM2, Kinase-Glo ATP luminescence, activation; response scale: 0% is enzyme alone, no compound | Potency, µM (doses to about 57.5 µM), inactives show at the highest dose activation, actives largely listed as activators | 260,000 compounds, 0.34% hits | AID 1631, 2009; also: potency is read from the fitted curve at half-maximal effect; % is scaled to controls: 0 for no effect and ±100 for the full control effect; nearly all actives have a fitted effect of over 55% in size
Target sequence (P14618 whole entry, looked up, canonical isoform): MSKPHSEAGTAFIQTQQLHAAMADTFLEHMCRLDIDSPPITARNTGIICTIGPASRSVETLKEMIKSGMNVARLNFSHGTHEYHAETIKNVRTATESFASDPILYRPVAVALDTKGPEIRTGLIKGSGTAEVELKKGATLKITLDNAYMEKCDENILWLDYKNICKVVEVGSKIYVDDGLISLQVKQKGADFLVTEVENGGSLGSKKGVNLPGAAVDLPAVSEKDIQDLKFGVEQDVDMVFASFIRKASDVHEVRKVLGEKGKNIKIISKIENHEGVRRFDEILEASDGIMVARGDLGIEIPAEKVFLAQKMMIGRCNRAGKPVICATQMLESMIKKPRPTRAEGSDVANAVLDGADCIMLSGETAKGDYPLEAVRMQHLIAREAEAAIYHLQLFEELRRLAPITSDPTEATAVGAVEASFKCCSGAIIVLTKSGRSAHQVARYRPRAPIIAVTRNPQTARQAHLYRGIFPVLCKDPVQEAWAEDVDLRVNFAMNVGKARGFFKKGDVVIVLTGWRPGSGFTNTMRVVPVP
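Kinase-Glo luminescence reports ATP generated from ADP (0.1 mM) and PEP (0.5 mM) by purified hPK-M2 after 1 h at room temperature, pH 7.2 imidazole buffer; intermediate enzyme activity allows detecting inhibitors and activators.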
B2AR arrestin: qHTS assay of beta-arrestin-biased ligands of beta2-adrenergic receptor | beta-arrestin recruitment to beta2AR, cell-based reporter | Potency, µM (doses to about 46.1 µM), without a hit: at the highest dose activation, usual class: activators | 330,000 compounds, 0.02% hits;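 also: potency is read from the fitted curve at half-maximal effect; 0% = DMSO controls and full agonism = EC100 isoproterenol or metaproterenol; nearly all actives have a fitted effect of over 65% in size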
USP2a block: qHTS Assay for Inhibitors of Ubiquitin-specific Protease USP2a Using CHOP2 as the Reporter. Ubiquitin carboxyl-terminal hydrolase 2 (Homo sapiens), O75604. USP2 core, Ub-CHOP2 coupled fluorogenic reporter, 485/531. Potency, µM (doses to about 38.3 µM), without a hit: top-dose activity change, negative = inhibition, most hits filed as inhibitors. 330,000 compounds, 0.01% hits. AID 463254, 2010;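 also: potency is read from the fitted curve at half-maximal effect; plate controls were DMSO wells for no effect and full inhibition by NEM control for full effect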
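Deubiquitinase activity read as fluorescence (485/531 nm) after Ub-CHOP2 cleavage activates the enterokinase reporter on its substrate; USP2 core 10nM, Ub-CHOP2 and substrate 25nM each, 30min compound preincubation then 60min RT; data normalized to NEM, curves fitted.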
GALK inh: qHTS Assay for Inhibitors of Human Galactokinase (GALK); P51570; Purified GALK, Kinase-Glo residual ATP luminescence; Potency, µM (top dose mostly 57.5 µM), inactives show at the highest dose activity change, negative = inhibition, usual class: inhibitors; 270,000 compounds, 0.007% hits; also: potency is read from the fitted curve at half-maximal effect; % is scaled to controls: 0 for no effect and ±100 for the full control effect
Target sequence (P51570 whole entry, looked up): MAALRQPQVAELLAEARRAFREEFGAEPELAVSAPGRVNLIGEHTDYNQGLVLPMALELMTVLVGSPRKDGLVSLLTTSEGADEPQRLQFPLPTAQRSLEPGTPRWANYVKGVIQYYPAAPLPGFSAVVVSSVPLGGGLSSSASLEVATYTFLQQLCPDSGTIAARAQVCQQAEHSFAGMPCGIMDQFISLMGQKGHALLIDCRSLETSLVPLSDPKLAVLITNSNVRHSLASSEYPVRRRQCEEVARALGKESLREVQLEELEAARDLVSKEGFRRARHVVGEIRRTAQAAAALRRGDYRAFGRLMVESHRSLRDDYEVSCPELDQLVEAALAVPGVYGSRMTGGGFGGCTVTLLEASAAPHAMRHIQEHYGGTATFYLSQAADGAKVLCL
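GALK at 5 nM final was combined with compound, 35 uM ATP and 100 uM galactose in HEPES pH8.0 with MgCl2 and DTT. The reaction ran one hour at room temperature before luminescent ATP detection.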
KCNH2 3.1 block: qHTS for Inhibitors of KCHN2 3.1: Mutant qHTS; Potassium voltage-gated channel subfamily H member 2, brain isoform KCNH2 3.1 (human); U2OS KCNH2 3.1, thallium flux FluxOr; stronger effect = lower value; activity change, % (tested at about 1.8 µM); 340,000 compounds, 0.95% hits; AID 720553, 2013;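 active = maximum activity change below -70%; inconclusive = maximum activity change from -70% to -50%; inactive = maximum activity change above -50%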;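 also: thallium influx rate constant from kinetic fluorescence after stimulation buffer; % is scaled to controls: 0 for no effect and ±100 for the full control effect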
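Virally transduced U2OS (3.1 isoform, 4 h infection in dark at RT) → overnight 37 C → FluxOr + Red40 in HBSS/HEPES, 45 min → stimulation buffer, 2 min kinetic read → rate constant vs DMSO controls.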
Coupling enz: qHTS Assay for Inhibitors of Fructose-1,6-bisphosphate Aldolase from Giardia Lamblia: Coupling assay counterscreen. 290,000 compounds, 0.67% hits. activity change, negative = inhibition, % at 58.2 µM, hits read low. coupling enzyme system counterscreen, AmpLite Red fluorescence; in the data active = activity change below about -30%; also: % is scaled to controls: 0 for no effect and ±100 for the full control effect
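First, compound is pin-transferred into glyceraldehyde-3-phosphate coupling-enzyme reagent at 57.5 uM final and held 10 min at RT. Next, substrate, coupling system and AmpLite Red are added. After 20 min RT, fluorescence (525/598 nm) is read.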
Menin-MLL TR inh: qHTS Assay for Inhibitors Targeting the Menin-MLL Interaction in MLL Related Leukemias: Competition With Texas Red Labeled MLL-derived Mutant Peptide. O00255. Menin + Texas Red MLL mutant peptide, fluorescence polarization. Potency, µM (series often up to 61.6 µM), for inactives: at the top dose FP activity change, negative = inhibition, actives largely listed as inhibitors. 270,000 compounds, 0.23% hits. AID 1768, 2009; active = well fitted inhibition curve with a large enough effect in the polarisation, with a control signal flat, not every such curve was filed as active; inconclusive = small, poorly fitted or top-dose-only effect, or effect the other way, or a change in a side signal; inactive = no such curve, though single readings can be large or run the other way; the % refers to the polarisation; also: potency is read from the fitted curve at half-maximal effect; % of control where 0% means no effect; many of its hits are not listed in these tables
TRPV1 ag: HTS Assay for Compounds that Act as Agonists of the Vanilloid Receptor 1; Transient receptor potential cation channel subfamily V member 1 (Homo sapiens), Q8NER1; TRPV1-expressing cells, Fluo-8 calcium influx, agonist mode; activation, % at 8.33 µM; 320,000 compounds, 0.19% hits; AID 540275, 2011; in the data active = activation above about 80%; inconclusive = between about 30% and that limit; also: 0% is about no effect
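Cells expressing TRPV1 were dye-loaded with Fluo-8 and read kinetically: 10 s baseline, 3 min after compound (agonist portion), then 2 min after EC20 capsaicin (allosteric enhancer portion). Calcium-bound dye fluorescence at 480/520 nm.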
hERG WT inh: qHTS for Inhibitors of KCHN2 3.1: Wildtype qHTS; Voltage-gated inwardly rectifying potassium channel KCNH2 (Homo sapiens), Q12809; U2OS, BacMam KCNH2, thallium flux FluxOr; stronger effect = lower value; activity change, % at 1.84 µM; 340,000 compounds, 0.37% hits; AID 720551, 2013;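 active = maximum activity change below -70%; inconclusive = maximum activity change between -70% and -50%; inactive = maximum activity change above -50%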; also: % is scaled to controls: 0 for no effect and ±100 for the full control effect
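U2OS cells were transduced with wild-type KCNH2 virus (2.03 x 10^8 / mL) for 4 h at room temperature, then cultured overnight at 37 C. Thallium flux was read with FluxOr dye. Rate constants were normalized to DMSO controls.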
CXXC DNA block: qHTS Fluorescence Polarization Assay for Inhibitors of MLL CXXC domain - DNA interaction. 290,000 compounds, 0.037% hits. MLL-CXXC / FITC-HOXA9 DNA fluorescence polarization. Potency, µM (titrated, usually from 115 µM), inactives show at the highest dose activity change, negative = inhibition, hits mostly inhibitors. AID 2662, 2010; active = well fitted inhibition curve with a large enough effect in the polarisation, with a control signal flat, not every such curve was filed as active; inconclusive = small, poorly fitted or top-dose-only effect, or effect the other way, or a change in a side signal; inactive = no such curve, though single readings can be large or run the other way; the % refers to the polarisation; also: potency is read from the fitted curve at half-maximal effect
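Fluorescence polarization: 7 uM MLL-CXXC (stock) preincubated 5 min with compounds, then 50 nM fluorescein-HOX-A9 DNA (stock) added; 30 min ambient. Buffer 50 mM Tris-HCl pH 7.5, 50 mM NaCl, 1 mM DTT, 0.05% BSA.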
Giardia kill: Small Molecules that selectively kill Giardia lamblia: qHTS. activity change, % at 7.66 µM, hits read low. Giardia lamblia trophozoite viability. 340,000 compounds, 0.15% hits; in the data active = activity change below about -80%; inconclusive = between about -30% and that limit;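 also: parasites exposed to compound for two days anaerobically before the ATP read; % is scaled to controls: 0 for no effect and ±100 for the full control effect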
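Media and compound were dispensed first, then trophozoites at 100 cells/well; plates sat 48 hrs at 37 deg C without oxygen before ATP luminescence reagent was added and read after 15-30 min at room temperature.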
* = called active by the depositor; ? = inconclusive; / = no result given; [ ] = another dose, or the depositor's remark. Unless noted, calls follow the shape of the dose curve; as a rule, active = well fitted curve in the direction sought with a large enough effect; inconclusive = small, poorly fitted or top-dose-only effect, or another doubt; inactive = no such curve, though single readings can be large; an effect the other way counts as inactive or inconclusive. A portion of the library. The share of hits here may be higher or lower than overall.

SMILES | PKM2 activator | B2AR arrestin | USP2a block | GALK inh | KCNH2 3.1 block | Coupling enz | Menin-MLL TR inh | TRPV1 ag | hERG WT inh | CXXC DNA block | Giardia kill
Cc1ccc(NC(=O)CSc2nc(-c3ccco3)nc3cc(=O)[nH]n23)c(Cl)c1 | / | 0.4% | 3% | 0% | -4 | / | / | -2 | -18 | 13% | 1
COC(=O)/C(=C\Nc1ccc(Cl)c2ccccc12)c1ncc(C(F)(F)F)cc1Cl | -2% | -0.2% | 1% | -1% | 6 | -10 | -4% | 1 | -9 | 17% | 22
COc1ccc(-c2cc(-c3ccccc3O)[nH]n2)cc1 | -22% | -0.1% | -2% | -1% | -1 | -1 | ? | -1 | 3 | ? | 8
CCOC(=O)C1=C(C)Nc2ccccc2N=C1NC(=O)c1cccc(S(=O)(=O)N(C)C)c1 | -22% | 0.0% | 1% | 4% | -45 | 4 | -1% | 0 | 14 | -1% | 4
CC(C)Oc1ccc(CNC(=O)c2cc(S(=O)(=O)N3CCOCC3)cn2C)cc1 | -2%[0.46 µM] | 0.3% | 1% | 4% | 6 | 1 | -1% | 3 | -4 | 5% | -29
CCN(CC(=O)Nc1ccccc1C(=O)OC)S(=O)(=O)c1ccc(OC)cc1 | 1% | 0.2% | -1% | -4% | 12 | 0 | -13% | 5 | 2 | 1% | -2
Oc1ccccc1-c1nc(NCc2ccco2)c2ccccc2n1 | -7% | -1.0% | 4% | -1% | -13 | -1 | ? | 0 | -1 | 15% | -9
O=C(NCCSc1ccccc1)c1ccco1 | -21% | -0.8% | 2% | 2% | 4 | -5 | -5% | 27 | 5 | 2% | 7
CC(=O)C1=C(O)C(=O)N(c2ccc(O)cc2)C1c1ccccc1 (stereo not given) | / | 0.0% | 1% | 3% | 2 | -2 | -26% | -5 | -9 | -2% | -10
Fc1cccc2sc(Nc3nc4ccccc4s3)nc12 | -10% | -0.9% | -1% | 1% | 1 | 1 | ? | -1 | -3 | 13% | -6
CCC(C)NC(=O)CN(c1cc(C)cc(C)c1)S(=O)(=O)c1c(C)[nH]c(=O)[nH]c1=O (stereo not given) | -7% | -0.2% | -1% | -2% | 6 | -1 | / | 0 | 1 | 4% | 0
Cc1ccc(C)c(N2CCN(C(=O)CC3Sc4ccccc4NC3=O)CC2)c1 (stereo not given) | -1% | -0.3% | -1% | -1% | 5 | 1 | -6% | ? | -1 | -9% | 6
Cc1csc(SCC(=O)c2ccc(S(=O)(=O)N3CCOCC3)cc2)n1 | 28µM* | 0.4% | 0% | -3% | -6 | -2 | -2% | 5 | 0 | -15% | -4
CC(=O)Nc1ccc(NC(=O)C(C)OC(=O)COc2ccc(Nc3ccccc3)cc2)cc1 (stereo not given) | / | 0.2% | 0% | / | -6 | / | / | 0 | -2 | / | 9
COc1ccc(C(=O)OCC(=O)NC(=O)CCSc2ccccc2)cc1 | 2% | -0.1% | -9% | -1% | -7 | 6 | -3% | -5 | 6 | -7% | -17
Cc1ccc(C(=O)N/C(=C\C=C\c2ccccc2)C(=O)NCc2ccco2)cc1 | 13% | 4.4% | 2% | 0% | -32 | 1 | -1% | ? | -2 | 2% | 4
O=C(O)c1ccccc1NC(=S)NC(=O)c1sc2ccccc2c1Cl | -28% | 0.1% | -1% | 4% | 4 | 6 | 18% | 1 | -8 | 3% | -7
CCC(C)(C)NC(=O)C(c1ccc(C)o1)N(C(=O)c1csnn1)c1cccc(F)c1 (stereo not given) | 3% | -0.5% | 2% | -2% | 16 | 0 | -1% | 24 | 28 | -10% | -15
O=C(c1cncc(Br)c1)N1CCc2ccccc2C1 | 0% | 0.1% | -1% | 1% | 2 | 5 | 0% | 16 | 7 | -9% | 5
CCC1CCCCN1C(=O)CCc1nnc(Cc2c[nH]c3ccccc23)o1 (stereo not given) | -2% | 0.3% | -2% | 1% | 4 | 2 | -15% | 2 | -1 | -5% | -20
Cc1nc2c(sc3nc4c(cc32)COC(C)(C)C4)c(=O)o1 | 8% | -0.2% | 2% | 1% | -11 | -2 | 0% | -5 | 2 | 6% | 3
COc1cc(C(=O)N/C(=C\c2cn(C)c3ccccc23)C(=O)NCCCN2CCOCC2)cc(OC)c1OC | / | 0.3% | 1% | -5% | 0 | / | / | 5 | 9 | 21% | -10
CCn1nc(CC(=O)Nc2nnc(CC(=O)N3CCOCC3)s2)c2ccccc2c1=O | -2% | -0.7% | 3% | 0% | -36 | 0 | 1% | 0 | -36 | -3% | -8
CC(C)(C)OC(=O)[C@H](Cc1ccccc1)NC(=O)c1nc[nH]c1C(=O)N[C@@H](CCCCN)C(=O)OC(C)(C)C | / | -0.2% | 0% | / | 2 | / | / | / | 3 | / | 13
O=C(COC(=O)CSc1ccc(Cl)cc1)NCCc1ccccc1 | / | 0.6% | -1% | / | 5 | / | / | -4 | 10 | / | -1

Continued:
SMILES | PKM2 activator | B2AR arrestin | USP2a block | GALK inh | KCNH2 3.1 block | Coupling enz | Menin-MLL TR inh | TRPV1 ag | hERG WT inh | CXXC DNA block | Giardia kill
O=C(NCc1nc(-c2ccc(Cl)cc2)no1)c1ccco1 | 0% | 0.4% | -1% | 16% | 0 | -1 | 20% | 18 | 27 | 7% | -3
CCCCCCSc1ccc(-c2nc3ccc(C)cn3c2NCc2ccccc2)cc1 | / | -0.8% | -14% | / | -16 | / | / | ? | 10 | / | 3
CCCOc1ccc(C(=O)Nc2ccc(C)cc2[N+](=O)[O-])cc1 | -5% | -0.3% | 1% | 2% | -8 | 2 | 5% | -1 | -4 | 5% | 15
COc1ccc(N(CC(=O)NCc2ccc3c(c2)OCO3)S(=O)(=O)c2c(C)nn(C)c2C)cc1 | 0% | -1.1% | 2% | 3% | -8 | 2 | -7% | -2 | 1 | -6% | -5
Cc1cc(C)n(/N=C\c2c(O)ccc3ccccc23)c(=O)c1C(N)=O | 1% | 0.3% | 0% | 1% | -7 | -32* | 4% | 0 | 3 | -10% | -1
COc1ccccc1C(=O)N/N=C(\C)c1ccc(NC(=O)C2CC2)cc1 | 2% | -2.0% | -2% | 0% | 11 | 0 | -3% | 0 | 5 | 12% | -4
CCOC(=O)c1ccc(S(=O)(=O)N2CCN(C3CCCC3)CC2)cc1 | 10% | 0.0% | 3% | -3% | 9 | 5 | -1% | 0 | -14 | 6% | -2
Cc1ccccc1NCC(=O)Nc1cc(S(=O)(=O)N2CCCCC2)ccc1C | / | 0.0% | -7% | / | 11 | / | / | 3 | -6 | / | 4
COCCCN1C(=O)c2ccc(C(=O)Nc3cccc(OC)c3)cc2C1=O | 2% | 0.3% | -1% | 4% | 2 | 3 | 18% | 17 | -1 | 16% | -6
O=C(CN1CCC(n2nnc3cc(C(F)(F)F)ccc32)CC1)Nc1ccc2c(c1)CCC2 | 6% | 0.1% | 0% | -1% | -78* | -1 | 1% | 4 | -45 | -1% | 9
O=C(O)CNc1ccc(S(=O)(=O)C(F)(F)F)cc1[N+](=O)[O-] | -3% | 0.2% | 2% | 1% | 13 | -1 | / | -2 | -12 | -10% | 12
O=C(NCCN1CCN(C(=O)c2ccc([N+](=O)[O-])cc2)CC1)C(=O)NCc1ccccc1 | / | -0.3% | -5% | 1% | -80* | 1 | -10% | 9 | 44 | 0% | 8
Cc1ccc(S(=O)(=O)N2CCCCC2)cc1NC(=O)COC(=O)c1ccc(O)cc1 | -1% | 0.0% | 1% | 11% | 12 | 3 | 45%[activator] | 2 | -9 | 12% | 3
